# Compound activity from PubChem.
# POLB inh: qHTS Assay for Inhibitors of DNA Polymerase Beta | 340,000 compounds, 1.3% hits | Pol beta primer extension/strand displacement, fluorescence kinetic | P06746 | AID 485314, 2010 | Potency, µM (titrated, usually from 114 µM), without a hit: at the highest dose activity change, negative = inhibition, actives largely listed as inhibitors; also: potency is read from the fitted curve at half-maximal effect; % is scaled to controls: 0 for no effect and ±100 for the full control effect
#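 Pol beta (10 nM) and compounds were preincubated 15 min at room temperature, then 50 nM substrate (final) started primer extension/strand displacement. Reads were taken at 0 and 10 min; concentration-response data were fitted to a four-parameter Hill equation.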
# Apoferritin bind: qHTS Assay for Identification of Novel General Anesthetics. Ferritin light chain (Equus caballus), P02791. AID 485281, 2010. 350,000 compounds, 0.074% hits. Potency, µM (highest dose often 77.5 µM), inactives show at the top dose activity change, negative = displacement, hits mostly inhibitors. apoferritin/1-aminoanthracene competitive binding, fluorescence; also: potency is read from the fitted curve at half-maximal effect; % is scaled to controls: 0 for no effect and ±100 for the full control effect; nearly all actives have a fitted effect of over 20% in size
# Target sequence (P02791 2-175 limits assumed): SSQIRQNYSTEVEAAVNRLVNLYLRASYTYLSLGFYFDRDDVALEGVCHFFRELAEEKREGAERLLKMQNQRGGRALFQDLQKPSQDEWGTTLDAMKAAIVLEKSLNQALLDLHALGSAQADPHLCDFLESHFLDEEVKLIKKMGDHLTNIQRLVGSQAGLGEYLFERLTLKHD
#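 Steps: apoferritin (10 uM) was premixed with half-saturated 1-AMA in PBS, compounds were pin-transferred, plates stood 10 min at room temperature, fluorescence was read at 380/535 nm, and curves were fitted with a Hill equation.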
# LDHA block: qHTS assay for inhibitors of human lactate dehydrogenase | L-lactate dehydrogenase A chain (Homo sapiens), P00338 | 480,000 compounds, 0.15% hits | purified LDHA, NADH/diaphorase-resazurin fluorescence; active compounds read low | activity change, % (values are at about 110 or 230 µM); in the data active = activity change below about -30%; inconclusive = mostly about -25% to -30%;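 also: plate controls were DMSO wells for no effect and wells without enzyme for full effect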
#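 Human LDH5 at 2 nM final in Tris HCl pH 7.4 with 0.06 mM NADH and 0.2 mM pyruvate, reacted 5 minutes at room temperature. Remaining NADH coupled via diaphorase/resazurin; resorufin fluorescence read at 0 and 20 minutes, normalized to enzyme-free and DMSO wells.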
# ALOX12 inh: Primary qHTS assay for inhibitors of human arachidonate 12S-lipoxygenase (ALOX12): Round 2; purified 12hLO, xylenol orange hydroperoxide absorbance; Potency, µM (series often up to 108 µM), for the others: at the top dose activity change, negative = inhibition, usual class: inhibitors; AID 1671190, 2021; 580,000 compounds, 1.1% hits; also: potency is read from the fitted curve at half-maximal effect; % is scaled to controls: 0 for no effect and ±100 for the full control effect
#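 Hydroperoxide product was detected by ferrous iron/xylenol orange as the 573 to 405 nm absorbance ratio. Arachidonic acid at 40 uM (final) was turned over for 30 min at room temperature by 150 nM human 12hLO, pH 7.0 Hepes buffer, after 15 min compound preincubation.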
# ERG-DNA inh: qHTS for Small Molecule Inhibitors of the ERG Ets/DNA interaction | Transcriptional regulator ERG (Homo sapiens), P11308 | fluorescence polarization, His-ERG Ets domain / labelled DNA | Potency, µM (highest dose often 76.9 µM), for inactives: top-dose FP activity, negative = inhibition, actives largely listed as inhibitors | 370,000 compounds, 0.028% hits; active = well fitted inhibition curve with a large enough effect in the polarisation, with a control signal flat; inconclusive = small, poorly fitted or top-dose-only effect, or effect the other way, or a change in a side signal; inactive = no such curve, though single readings can be large or run the other way; the % refers to the polarisation;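 also: polarization taken with two DNA probes labelled with fluorescein and Texas red; potency is read from the fitted curve at half-maximal effect; % of control where 0% means no effect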
#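 His-tagged ERG Ets domain (1 uM in the protein solution; 300mM KCl, 50mM Tris-HCl, 1mM EDTA, 1mM DTT, pH 7.5) received compound, then a probe mix of 5 nM fluorescein-DNA and 100nM Texas-615-DNA. Fluorescence polarization was read for both dyes.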
# RGS4 inh: Inhibitors of Regulator of G Protein Signaling (RGS) 4: qHTS; Regulator of G-protein signaling 4 (Homo sapiens), P49798; Transcreener GDP fluorescence polarization, RGS4-accelerated GTP hydrolysis; Potency, µM (series often up to 114 µM), for inactives: top-dose activity change, negative = inhibition, usual class: inhibitors; 390,000 compounds, 0.039% hits; AID 504845, 2011; also: potency is read from the fitted curve at half-maximal effect; % is scaled to controls: 0 for no effect and ±100 for the full control effect; nearly all actives have a fitted effect of over 75% in size; some results filed as inactive show a strong effect at the top dose
#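 MLSMR compounds (23 nl, pin-transferred) preincubated 10 min at room temperature with a 500nM (2x) first reagent, then RGS4 at 900nM (2x) plus Transcreener GDP mix added; fluorescence polarization (620/688 nm) read before and after 90 min at 30 °C.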
# POLK inh: qHTS for Inhibitors of Polymerase Kappa | DNA polymerase kappa (Homo sapiens), Q9UBT6 | purified Pol kappa, fluorescent DNA synthesis assay, 10 min | Potency, µM (series often up to 107 µM), inactives show top-dose activity, negative = inhibition, usual class: inhibitors | 400,000 compounds, 0.53% hits; also: potency is read from the fitted curve at half-maximal effect; % is scaled to controls: 0 for no effect and ±100 for the full control effect
# Target sequence (Q9UBT6 whole entry, looked up): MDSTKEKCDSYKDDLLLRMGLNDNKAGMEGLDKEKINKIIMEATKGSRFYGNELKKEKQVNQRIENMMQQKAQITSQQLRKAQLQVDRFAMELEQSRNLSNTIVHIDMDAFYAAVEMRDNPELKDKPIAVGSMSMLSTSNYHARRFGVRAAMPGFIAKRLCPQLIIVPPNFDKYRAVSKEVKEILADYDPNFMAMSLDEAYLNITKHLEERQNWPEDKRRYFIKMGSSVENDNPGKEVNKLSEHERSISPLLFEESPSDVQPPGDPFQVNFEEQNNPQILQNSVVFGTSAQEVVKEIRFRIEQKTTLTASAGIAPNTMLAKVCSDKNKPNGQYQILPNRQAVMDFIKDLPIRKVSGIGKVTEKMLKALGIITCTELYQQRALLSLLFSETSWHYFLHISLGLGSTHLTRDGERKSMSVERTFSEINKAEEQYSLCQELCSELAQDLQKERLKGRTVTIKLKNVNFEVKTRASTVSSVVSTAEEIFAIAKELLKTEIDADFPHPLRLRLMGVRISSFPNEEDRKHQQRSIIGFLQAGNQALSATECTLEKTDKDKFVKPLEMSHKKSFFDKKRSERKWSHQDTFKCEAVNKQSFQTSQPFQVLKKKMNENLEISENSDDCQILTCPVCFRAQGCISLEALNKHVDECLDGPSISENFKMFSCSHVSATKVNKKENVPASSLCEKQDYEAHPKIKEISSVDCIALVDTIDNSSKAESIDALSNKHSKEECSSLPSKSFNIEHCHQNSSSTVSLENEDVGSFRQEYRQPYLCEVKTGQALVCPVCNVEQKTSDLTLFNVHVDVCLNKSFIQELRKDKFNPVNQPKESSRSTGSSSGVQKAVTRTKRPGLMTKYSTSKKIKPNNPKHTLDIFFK
#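 10 nM Pol kappa was preincubated with compounds for 15 min at room temperature. Reaction started with 50 nM (final) substrate. Fluorescence read kinetically at 0 and 10 min.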
# POLH inh: qHTS for Inhibitors of Polymerase Eta | DNA polymerase eta (Homo sapiens), Q9Y253 | 390,000 compounds, 1.2% hits | recombinant Pol eta, fluorescent DNA replication assay | Potency, µM (highest dose often 114 µM), for the others: top-dose activity change, negative = inhibition, actives largely listed as inhibitors | AID 588591, 2011; also: potency is read from the fitted curve at half-maximal effect; % is scaled to controls: 0 for no effect and ±100 for the full control effect
#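 Pol eta at 10 nM preincubated with compounds 15 min at room temperature; reaction started with fluorescent substrate (50 nM final) and read kinetically at 0 and 10 min.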
# APEX1 inh: qHTS Assay for Inhibitors of the Human Apurinic/apyrimidinic Endonuclease 1 (APE1) | DNA repair nuclease/redox regulator APEX1 (Homo sapiens), P27695 | recombinant APE1, TAMRA/BHQ-2 abasic DNA cleavage fluorescence | Potency, µM (series often up to 65.8 µM), inactives show at the highest dose activity change, negative = inhibition, hits mostly inhibitors | 350,000 compounds, 0.35% hits | AID 2517, 2012;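 also: potency is read from the fitted curve at half-maximal effect; plate controls were vehicle for no effect and reference inhibitor for full effect; nearly all actives have a fitted effect of over 55% in size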
#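 Compound pre-exposure to 0.75 nM APE1, 15 min at ambient temperature. Reaction initiated with 50 nM TAMRA/BHQ-2 THF substrate, read immediately in kinetic mode, 525 nm excitation, 598 nm emission.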
# Active calls of the source: *; ? = inconclusive; . = no result given; [ ] = dose if it differs, or a comment. Unless noted, calls follow the shape of the dose curve; as a rule, active = well fitted curve in the direction sought with a large enough effect; inconclusive = small, poorly fitted or top-dose-only effect, or another doubt; inactive = no such curve, though single readings can be large; an effect the other way counts as inactive or inconclusive.
SMILES,POLB inh,Apoferritin bind,LDHA block,ALOX12 inh,ERG-DNA inh,RGS4 inh,POLK inh,POLH inh,APEX1 inh
COc1ccccc1C(=O)NCc1nnnn1-c1ccc(C)c(C)c1,22%,-14%,-8,-16%,-7%,10%,-3%[60.1 µM],-7%,.
N=C(CC1CC(=O)NC(=O)C1)C1=C(O)CCCC1=O,21%[57.1 µM],-3%,-6,-11%,6%,25%,-5%,-3%,6%
Cc1cc(C)n2ncnc2n1,11%,-8%,0,-4%,-4%,29%,-10%,-4%,21%
Cc1ccc(-n2nc(C)c3c(C(=O)NCc4ccccc4)cc(C4CC4)nc32)cc1,15%,-14%,-8,-19%,9%,34%,-1%,-9%,.
COc1cc(OC)cc(C(=O)NCc2cc(C)nc3ccccc23)c1,-24%,0%,-3,-14%,9%,11%,-11%,-5%,7%
O=C(NCCCN1CCCC1=O)c1ccc(CNS(=O)(=O)c2ccc(F)cc2)cc1,29%,-9%,0,0%,-2%,-14%,8%,-5%,-6%
Cc1ccc(CN2CCSc3ccc(C(=O)N4CCN(c5cccc(C)c5C)CC4)cc32)cc1,51%,-5%,-2,-21%,1%,20%,2%,-2%,.
O=C1CCN(C(=O)/C=C/c2ccccc2)c2ccccc21,-19%,-18%,-10,-10%,-6%,0%,-5%,-11%,8%
Cc1cc(C)nc(SCC(=O)Nc2ccc(N3CCOCC3)c(Cl)c2)n1,10%,-10%,-6,1%,-1%,30%,-16%,-18%,2%
COC(=O)c1ccc2c(=O)n(NC(=O)C(c3ccccc3)c3ccccc3)c(=S)[nH]c2c1,1%,-13%,-10,8%,-11%,29%,-4%,3%,-3%
CCOC(=O)N1CCC(c2cc(=O)n3[nH]c(-c4ccccc4)cc3n2)CC1,3%,-6%,2,8%,5%,7%,-1%,-2%,-3%
O=C(O)C1CCCCC1C(=O)NCCc1cccc(Cl)c1 (centres undefined),2%,-15%,-8,0%,9%,22%,-15%,-19%,10%
O=C(COC(=O)c1ccc(Cl)nc1)NNC(=O)c1ccc(Br)cc1,.,.,-2,386%[activator],2%,4%,1%,-6%,-6%
Cc1ccccc1OCC(=O)Nc1ccc2[nH]ncc2c1,2%,-10%,-3,42%[activator],?,-17%,-2%,-12%,-2%
CC(NC(=O)c1ccccc1Cl)c1ccc(-n2ccnc2)cc1 (centres undefined),.,.,-4,0%,-12%,-3%,4%,-16%,.
Cc1cc(C)c2oc(-c3cccc(NC(=O)c4ccc(-c5cccc([N+](=O)[O-])c5)o4)c3)nc2c1,-15%,6%,-3,-4%,0%,-2%,5%,-12%,.
Cc1cccc(NC(=O)NCc2ccc3c(c2)cc(C)n3C)c1,3%,-8%,-1,?,?,-8%,11%,-14%,-9%
COc1ccccc1CCCNC(=O)C1CCC(=O)N(CCN2CCOCC2)C1 (centres undefined),1%,-6%,0,6%,15%,-9%,11%,-15%,11%
C#CCOCCOCCOCCNc1nc(N2CCN(C(=O)[C@H]([C@@H](C)CC)n3cc(CCCN=C(N)N)nn3)CC2)nc(N2CCN(C(=O)[C@H]([C@@H](C)CC)n3cc(CCC(=O)O)nn3)CC2)n1,.,.,-4,10µM*,0%,11%,3%,-17%,.
O=C(Cc1ccccc1)NCc1ccncc1,6%,-7%,-4,-1%,-3%,16%,-2%,-3%,15%

# Brought forward from above: seven entries; new compounds follow.
SMILES,POLB inh,Apoferritin bind,LDHA block,ALOX12 inh,ERG-DNA inh,RGS4 inh,POLK inh,POLH inh,APEX1 inh
Cc1ccccc1OCC(=O)Nc1ccc2[nH]ncc2c1,2%,-10%,-3,42%[activator],?,-17%,-2%,-12%,-2%
CC(NC(=O)c1ccccc1Cl)c1ccc(-n2ccnc2)cc1 (centres undefined),.,.,-4,0%,-12%,-3%,4%,-16%,.
Cc1cc(C)c2oc(-c3cccc(NC(=O)c4ccc(-c5cccc([N+](=O)[O-])c5)o4)c3)nc2c1,-15%,6%,-3,-4%,0%,-2%,5%,-12%,.
Cc1cccc(NC(=O)NCc2ccc3c(c2)cc(C)n3C)c1,3%,-8%,-1,?,?,-8%,11%,-14%,-9%
COc1ccccc1CCCNC(=O)C1CCC(=O)N(CCN2CCOCC2)C1 (centres undefined),1%,-6%,0,6%,15%,-9%,11%,-15%,11%
C#CCOCCOCCOCCNc1nc(N2CCN(C(=O)[C@H]([C@@H](C)CC)n3cc(CCCN=C(N)N)nn3)CC2)nc(N2CCN(C(=O)[C@H]([C@@H](C)CC)n3cc(CCC(=O)O)nn3)CC2)n1,.,.,-4,10µM*,0%,11%,3%,-17%,.
O=C(Cc1ccccc1)NCc1ccncc1,6%,-7%,-4,-1%,-3%,16%,-2%,-3%,15%
CCOC(=O)C1CC(c2ccccc2)=NNC1=O (centres undefined),21%,-6%,-3,-1%,10%,3%,-3%,-22%,6%
CC1CC(C)CN(CCOc2ccccc2-c2ccccc2)C1 (centres undefined),-22%,4%,-9,?,1%,1%,-13%,-9%,-5%
CC(/C=N/N1CCN(Cc2ccccc2)CC1)=C\c1ccccc1,9%,-10%,-7,-1%,-8%,-8%,-6%,-11%,1%
Cc1cc(C)n(C(=O)CNC(=O)C(c2ccccc2)c2ccccc2)n1,17%,-5%,-7,49%[activator],8%,6%,0%,-6%,-4%
COc1cccc(OCCNC(=O)c2ccccc2Sc2ccccc2C#N)c1,-9%,-5%,-7,-23%,-1%,3%,-13%,-28%,-3%
CCOC(=O)C1CCCN(C(=O)c2ccc3c(c2)OCO3)C1 (centres undefined),?,-12%,-8,0%,-1%,17%[11.4 µM],-2%,-14%,2%
CC(=O)C(Cc1cccc(F)c1)(Cc1cccc(F)c1)C(C)=O,30%,-14%,2,-2%,-3%,-21%[56.9 µM],1%,-14%,-7%
CCOc1ccc(N(CC)C(=O)c2cn(CC)c(=O)c3cc(OC)c(OC)cc23)cc1,49%,-3%,-6,.,12%,22%,1%,-4%,-7%
N#Cc1cnc(SCC(=O)NNC(=O)COc2cccc3ccccc23)nc1N,3%,3%,2,1%,8%,-30%,-15%,-4%,3%
O=C(CSc1ncccn1)Nc1ccc(S(=O)(=O)N2CCCCC2)cc1,27%,?,0,-3%,-4%,13%,-6%,6%,-2%
O=C1CCCCCN1CP(=O)(O)CCc1ccccc1,-21%,-6%,-10,-15%,.,15%,-7%,-7%,9%
O=C(NC(Cc1ccccc1)C(=O)O)c1ccccc1 (centres undefined),9%,-13%,0,-5%,-2%,-11%,-6%,-13%,-10%
O=C1OCc2ccc(NC(=O)C3CCCCC3)cc21,-23%,-22%,-4,-14%,-14%,-13%,-24%,-9%,0%
COc1ccccc1NC(=O)c1cc(S(=O)(=O)N(C)C2CCCCC2)ccc1F,13%,-17%,1,2%,2%,17%,-4%[60.1 µM],-12%,.
Nc1ccc2nn(-c3ccc(Cl)cc3)nc2c1,1%,134%[activator],6,?,10%,8%,-4%,-2%,4%
Cc1ccc(C)c(CSc2cn(CCNC(=O)c3ccccc3F)c3ccccc23)c1,-7%,65%[activator],3,0%,-2%,-14%,-7%,-18%,.
CC(Oc1ccccc1)C(=O)Nc1c2c(nn1-c1ccccc1)CS(=O)(=O)C2 (centres undefined),36%,0%,-4,0%,-16%,3%,-25%,-13%,7%
CCOC(=O)C1CCC(CN(Cc2ccc(Cl)cc2)S(=O)(=O)c2ccc(Br)cc2)CC1 (centres undefined),0%,91%[activator],2,-30%,-2%,10%,0%[60.1 µM],-6%,.
COc1ccccc1C(=O)Nc1ccc(S(=O)(=O)Nc2nc(C)cc(C)n2)cc1,26%,-6%,-6,-9%,-1%,12%,-17%,-4%,.
CC(C)c1cccc(OCC(=O)Nc2ccc(S(=O)(=O)Nc3ccccn3)cc2)c1,0%,2%,-9,-10%,-3%,-6%,-9%,-3%,11%[12.4 µM]
Cc1c(/C(O)=C2/C(=O)C(=O)N(CCN3CCOCC3)C2c2ccco2)cnn1-c1ccccc1 (centres undefined),.,.,4,?,-8%,-34%,0%,-7%,.
O=C(c1cc(COc2ccc3c(c2)CCCC3)on1)N1CCCC1,?,?,.,0%,.,.,.,.,18%

# Some of the compounds tested; rates above refer to the full screens.
